# Growth percent in the NCI-60 one-dose screen (48 h, 10 µM unless noted): 100 = growth as untreated, 0 = no growth, -100 = all killed.
# 786-0: 786-0 renal cancer cells. 81,000 compounds, 5.1% hits
# ACHN: ACHN renal cancer | AID 1794771 | 81,000 compounds, 4.9% hits
# TK-10: TK-10 renal cancer cells. 81,000 compounds, 3.9% hits
# CAKI-1: CAKI-1 renal cancer | 75,000 compounds, 4.7% hits
# UO-31: UO-31 renal cancer; 81,000 compounds, 5.2% hits
# RXF 393: RXF 393 renal cancer cells | 77,000 compounds, 6.9% hits
# PC-3: PC-3 prostate cancer cells. 80,000 compounds, 3.9% hits
# A498: A498 renal cancer cells; 76,000 compounds, 5.4% hits
# SN12C: SN12C renal cancer cells; 81,000 compounds, 3.8% hits
# Numbers without * were called inactive; nt = no result given; & = joins results of further samples. Rule for the calls: active = growth percent below 10; inactive = the rest.
SMILES,786-0,ACHN,TK-10,CAKI-1,UO-31,RXF 393,PC-3,A498,SN12C
CCOP(=O)(OCC)C(NC(=O)c1ccc([N+](=O)[O-])cc1)C1=NCCS1 (configuration not stated),107,106,105,94,84,104,97,116,96
CC(C)(C)n1cc(-c2ccnc(NCCCNS(=O)(=O)c3ccc(O)cc3)c2)c(-c2cccc(O)c2)n1,79,101,106,81,84,75,58,93,71
O=C(Nc1cccc(-n2ccc3c(NC(=O)c4ccccc4)nccc32)c1)c1cccc(C(F)(F)F)c1,-15*,25,nt,9.2*,22,-49*,33,7.7*,25
COc1ccc(-c2nc3sccn3c2/C=C/C(=O)c2cc(F)cc(F)c2)cc1,89,65,164,57,61,54,62,58,92
CCOC(=O)C(C)(C)Oc1ccc(Cl)cc1,101,98,112,84,90,118,106,114,106
FC(F)(F)c1ccc(-c2cnn3cc(-c4ccccc4)cnc23)cc1,91,102,94,93,91,103,91,91,109
CC(C)CNCCOC(=O)c1ccc([N+](=O)[O-])cc1Cl,94,nt,79,nt,79,106,69,119,105
CCN(CC)CCNc1cc(OC)c(N)c2cccnc12,89,85,124,78,70,105,59,123,79
COc1ccc(-c2nc3ccccc3n2CC(=O)N=Nc2c(O)[nH]c3ccc(OC)cc23)cc1,42,10,44,-53*,68,11,65,88,59
O=C(O)c1c(-c2ccc(F)cc2)c(=O)[nH]c2ccccc12,105,95,96,82,69,79,92,107,96
Oc1ccc(/C=N/Nc2ccc3nnc(-c4ccccc4)n3n2)cc1,54,75,69,43,50,77,73,111,60
CSc1ccc(C(=O)C[n+]2cccc(C)c2)cc1,100,112,nt,102,97,107,96,87,100

# Compound profiles (already shown). Order of screens: 786-0, ACHN, TK-10, CAKI-1, UO-31, RXF 393, PC-3, A498, SN12C
# Profile of `CSc1ccc(C(=O)C[n+]2cccc(C)c2)cc1` = 100, 112, nt, 102, 97, 107, 96, 87, 100
# Profile of `COc1ccc(-c2nc3sccn3c2/C=C/C(=O)c2cc(F)cc(F)c2)cc1` = 89, 65, 164, 57, 61, 54, 62, 58, 92
# Profile of `FC(F)(F)c1ccc(-c2cnn3cc(-c4ccccc4)cnc23)cc1` = 91, 102, 94, 93, 91, 103, 91, 91, 109
# Profile of `CCOC(=O)C(C)(C)Oc1ccc(Cl)cc1` = 101, 98, 112, 84, 90, 118, 106, 114, 106

# Remaining list, next part
SMILES,786-0,ACHN,TK-10,CAKI-1,UO-31,RXF 393,PC-3,A498,SN12C
O=C1Nc2ccc(F)cc2C12Nc1cc(Cl)ccc1S2 (configuration not stated),105,100,188,55,80,110,57,89,98
COc1ccc(-c2cc(-c3nnc(SCC(=O)c4ccccc4)o3)c3ccccc3n2)cc1OC,83,110,80,nt,90,99,84,73,96
CC/C(=C(\c1ccc(OCCN2CCCCC2)cc1)c1ccc(OC(=O)C2CCCCC2)cc1)c1ccc(OC)cc1,99,101,102,101,91,99,93,114,101
COc1ccc(S(=O)(=O)n2ccc(-c3ccc4c(c3)CCC(C)(C)O4)n2)cc1OC,79,78,72,58,69,75,70,53,83
CCOC(=O)C(CC)c1ccccc1 (configuration not stated),97,118,132,101,95,127,86,88,108
COc1ccc(-c2cc(O)c(C(C)=O)s2)cc1,93,107,96,90,90,110,93,108,102
CN[C@]1(c2ccccc2Cl)CCCC[C@@H]1NCCc1ccc(OC)c(OC)c1,101,106,103,87,74,100,97,nt,98
CC1(C)OC2COC3(C(=O)O)OC(C)(C)OC3C2O1 (configuration not stated),104,94,95,103,92,111,100,92,91
COc1cc2c(cc1OCCCN1CCN(CCCOc3cc4c(cc3OC)C(=O)N3C[C@H](F)C[C@H]3C=N4)CC1)N=C[C@@H]1C[C@@H](F)CN1C2=O,12,8.0*,-52*,17,12,-52*,13,-55*,26
CC(C)=CC/C=C(/C)[C@H]1CC[C@]2(C)[C@@H]1CC[C@@H]1[C@@]3(C)C/C(=C/c4cccnc4)C(=O)C(C)(C)[C@@H]3CC[C@]12C,99,101,105,82,89,99,90,102,101
CN(C)c1ccc(/C=N/Nc2nnc3n2N=C(c2ccccc2)CS3)cc1,110,101,109,96,76,92,91,98,99
COc1cccc(Nc2nc(SC)nc(-c3cccc(N)c3)c2C#N)c1,99,95,132,87,81,105,98,76,93

# Three structures already listed, arranged by formula weight, rising:
SMILES,786-0,ACHN,TK-10,CAKI-1,UO-31,RXF 393,PC-3,A498,SN12C
COc1ccc(-c2cc(O)c(C(C)=O)s2)cc1,93,107,96,90,90,110,93,108,102
O=C1Nc2ccc(F)cc2C12Nc1cc(Cl)ccc1S2 (configuration not stated),105,100,188,55,80,110,57,89,98
COc1ccc(S(=O)(=O)n2ccc(-c3ccc4c(c3)CCC(C)(C)O4)n2)cc1OC,79,78,72,58,69,75,70,53,83

# Further structures
SMILES,786-0,ACHN,TK-10,CAKI-1,UO-31,RXF 393,PC-3,A498,SN12C
CCc1cccc2c3c([nH]c12)C(CC)(CC(=O)O)OCC3 (configuration not stated),102&93,107,111&102,93&113,84&110,116&110,88&92,92&97,101&101
CC(=O)N1C(=O)C2C3C=CC(C3)C2C(=O)N1C(C)=O (configuration not stated),98,97,101,73,81,94,101,77,91
COc1ccc(C(Cl)=C(c2ccc(OC)cc2)c2ccc(OC)cc2)cc1,87,103,108,89,97,nt,70,119,88
S=C(c1ccc2c(c1)OCO2)N1CCN(c2cccc(Cl)c2)CC1,38,35,53,16,57,42,16,33,51
CCOC(=O)c1sc(/N=C2\NC(=O)/C(=C3/C(=O)N(Cc4ccccc4)c4ccc(Cl)cc43)S2)nc1C,103,111,98,nt,92,105,92,104,102
COc1ccc(C2OC(Cn3nnnc3-c3ccccc3)=NN2C(C)=O)cc1 (configuration not stated),nt,101,110,94,74,114,96,nt,98
CC(=O)NCCCCCCN1CCCCC1,101,102,92,100,94,104,99,93,96
COC(=O)CCS(=O)(=O)Cc1ccccc1,109,102,88,105,93,101,103,72,104
CCOC(=O)c1c(NC(=O)NC(C)(C)C)sc2c1CCCC2,92,102,96,84,76,92,90,nt,89
C1CSCN1,105,99,111,97,80,112,97,102,107
Cc1ccc(C(=O)Nc2cc(-c3ccccc3)cc(C(F)(F)F)c2)cc1C#Cc1cnc2cccnn12,60,60,79,70,56,74,66,133,66
CS(=O)(=O)c1ccc(/C(=N/N=C(N)N)c2ccc(F)cc2)cc1,77,98,92,51,93,86,74,89,106

# Of the compounds above, these contain an aryl thioether with sulfur outside any ring.
SMILES,786-0,ACHN,TK-10,CAKI-1,UO-31,RXF 393,PC-3,A498,SN12C
CSc1ccc(C(=O)C[n+]2cccc(C)c2)cc1,100,112,nt,102,97,107,96,87,100
COc1ccc(-c2cc(-c3nnc(SCC(=O)c4ccccc4)o3)c3ccccc3n2)cc1OC,83,110,80,nt,90,99,84,73,96
COc1cccc(Nc2nc(SC)nc(-c3cccc(N)c3)c2C#N)c1,99,95,132,87,81,105,98,76,93

# (cont.)
SMILES,786-0,ACHN,TK-10,CAKI-1,UO-31,RXF 393,PC-3,A498,SN12C
O=C(O)CCn1c(O)c(/C=C2/C=c3cc4c(cc3=NC2=O)OCCO4)sc1=S,116,118,122,101,98,134,109,121,99
O=C(Nc1ccccc1)c1c(-c2ccccc2)[n+](=O)c2ccc(Cl)cc2n1[O-],100,78,130,nt,59,nt,31,66,76
COc1cc2c(cc1OCCCOc1ccc(-c3cc4ccccc4c4ccccc34)cc1)N=C[C@@H]1CCCN1C2=O,-80*,-85*,-76*,-20*,-59*,-50*,nt,-83*,-74*
CC[C@H](C)[C@H]1NC(=O)Nc2nc3ccccn3c2C1=O,86,108,96,99,84,115,100,95,100
[2H]C1([2H])CCN(C(=O)C2CC2)c2cc(NS(=O)(=O)c3ccc(-c4ccc(F)c(C(N)=O)c4)cc3)ccc21,74,90,91,72,84,93,81,49,89
CC1(C)CSC(C)(C)C(=O)N1,111,105,111,102,89,106,99,92,102
O=C1NC(=S)S/C1=C/c1cc(Cl)cc(Cl)c1O,98,103,112,109,104,149,96,169,100
COc1cc(Nc2ncccc2NC(=O)c2cn(Cc3cccc(Oc4ccccc4)c3)nn2)cc(OC)c1OC,97,94,99,90,61,87,68,76,84
O=c1c2ccccc2nc(COc2ccccc2)n1/N=C/c1ccc(N2CCCCC2)cc1,47,57,98,83,73,nt,61,78,74
COc1ccc(COc2ccc(/C=C3\C(=O)Nc4ccccc43)cc2OC)cc1,105,92,113,nt,80,nt,96,110,100
OC1COC(c2ccccc2)OC1C1OC(c2ccccc2)OCC1O (configuration not stated),102,95,94,87,76,116,93,nt,101
O=C(Nc1ccccc1-c1nc2ccccc2s1)c1ccno1,104,75,133,nt,58,92,77,100,94
CC(C)OC(=O)Nn1cnc2ccccc21,97,114,88,92,93,108,101,119,113
COc1ccc(C2=NN(C=O)C(c3sc(Cl)nc3Cl)C2)cc1 (configuration not stated),99,104,123,88,82,107,93,99,94
CN1C[C@@H](c2ccc(Cl)cc2)[C@]2(NC(=S)N(c3ccc(F)c(Cl)c3)C2=O)[C@@]12C(=O)NC1C=CC=C[C@H]12 (some centres not stated),73,nt,70,nt,52,68,53,83,59
COc1ccc2nc(-c3ccc(-c4noc(-c5cc(OC)c(OC)c(OC)c5)n4)cc3)[nH]c2c1,78,98,102,97,108,58,95,101,81
COc1ccccc1-n1cc(C#N)c(N)c1C(=O)c1ccc(Cl)cc1,104,93,107,nt,77,nt,58,57,90
Oc1c(Cl)cccc1C1CCCCC1,94,104,89,nt,95,100,94,74,103
O=c1c2ccccc2sc2c(N3CCCC3)nc3ccccc3c12,102,99,nt,nt,97,103,83,73,91
COc1ccc(/C=C/c2nc3ccccc3nc2NNC(=O)Nc2cccc(Cl)c2)cc1,101,66,108,64,44,75,56,78,67
COc1ccc(NC(=O)Nc2ccc(C#N)cc2)cc1,105&96,104&109,96&117,107&101,85&92,131&107,89&116,117&105,105&111
NNC(=O)c1ccc(-n2nc(-c3ccccc3)c3ccccc32)cc1,nt,86,110,76,68,62,69,75,75
CCOC(=O)N1CCC(CN(Cc2ccc(Cl)cc2)Cc2ccc([N+](=O)[O-])s2)C1 (configuration not stated),83,92,93,72,56,98,48,100,82
O=C(Oc1ccc[nH]c1=O)c1cccc(Cl)c1,91,96,107,101,96,163,nt,127,108

# Reformatted as tab-separated lines: entries from further up.
Structure	786-0	ACHN	TK-10	CAKI-1	UO-31	RXF 393	PC-3	A498	SN12C
CCOC(=O)N1CCC(CN(Cc2ccc(Cl)cc2)Cc2ccc([N+](=O)[O-])s2)C1 (configuration not stated)	83	92	93	72	56	98	48	100	82
CC(=O)NCCCCCCN1CCCCC1	101	102	92	100	94	104	99	93	96
CC(C)(C)n1cc(-c2ccnc(NCCCNS(=O)(=O)c3ccc(O)cc3)c2)c(-c2cccc(O)c2)n1	79	101	106	81	84	75	58	93	71
CSc1ccc(C(=O)C[n+]2cccc(C)c2)cc1	100	112	nt	102	97	107	96	87	100
CCOC(=O)C(CC)c1ccccc1 (configuration not stated)	97	118	132	101	95	127	86	88	108

# The results go on.
SMILES,786-0,ACHN,TK-10,CAKI-1,UO-31,RXF 393,PC-3,A498,SN12C
Cc1nn(-c2ccc(Cl)cc2)c2c1C(c1ccc(Cl)cc1)C(C#N)=C(N)O2 (configuration not stated),106,91,136,88,78,113,95,nt,99
CC1=CC(=O)CC(c2ccccc2)C1 (configuration not stated),104&104,115&101,89&99,97,86&93,108&107,103&74,104,102&106
Nc1nc2c(c(=O)[nH]1)C(c1ccc(Cl)cc1)C=C(C(=O)O)N2 (configuration not stated),98,106,123,100,110,119,117,95,116
COc1ccc(C(=O)O)nc1C,113,113,94,66,95,116,104,121,112
CC(=O)Nc1cccc2ccccc12,95,97,101,88,56,115,92,nt,106
CN(C)c1nc(NCCNS(=O)(=O)c2ccc(C3=Nc4c(N)nc(N)nc4NC(c4ccc(F)cc4)C3)cc2)nc(N2CCOCC2)n1 (configuration not stated),51,100,92,58,84,50,41,89,63
O=C(Oc1c(Cl)c(Cl)c(Cl)c(Cl)c1Cl)Oc1c(Cl)c(Cl)c(Cl)c(Cl)c1Cl,106,103,103,96,76,95,92,91,108
FC(F)(F)c1ccc2c(Nc3cccc(C4CC(c5ccc(Cl)cc5)=NN4c4ccc(Cl)cc4)c3)ccnc2c1 (configuration not stated),95,99,96,nt,72,93,79,98,97
